Source: PubChem BioAssay (several laboratories)
VIM-2 inhibitor – blocks Pseudomonas aeruginosa VIM-2 metallo-beta-lactamase | purified VIM-2, nitrocefin hydrolysis, epi-absorbance fluorescence | inhibition, % at 5.6 µM | 290,000 tested, 0.89% active | AID 1527;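 active = inhibition above the mean of all tested compounds plus 3 SD, cutoff set per screening run, cut at about 7.5% in these data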;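 also: red hydrolysis product quenches plate fluorescence so inhibitors raise well fluorescence; 0% = enzyme with DMSO and 100% = DMSO without enzyme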
PHOSPHO1 block – blocks human PHOSPHO1 phosphatase activity; recombinant PHOSPHO1, absorbance phosphatase assay; inhibition, % at 13.3 µM; 290,000 tested, 1.1% active; AID 1565; in the data active = inhibition above about 60%
Target sequence (Q8TCT1 whole entry, looked up): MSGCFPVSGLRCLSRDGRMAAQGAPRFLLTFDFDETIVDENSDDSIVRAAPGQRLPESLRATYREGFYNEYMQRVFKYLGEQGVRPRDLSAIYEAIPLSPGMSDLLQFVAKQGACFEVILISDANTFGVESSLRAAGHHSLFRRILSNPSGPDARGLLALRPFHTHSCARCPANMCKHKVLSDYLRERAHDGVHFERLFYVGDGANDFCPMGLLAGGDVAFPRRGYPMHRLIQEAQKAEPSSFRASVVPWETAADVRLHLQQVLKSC
MEKK3 PB1 HTS – modulators (inhibitors or enhancers) of MEK5 binding to human MEKK3 PB1 domain; Q99759; bead-based flow cytometry, Alexa488-MEK5 binding to MEKK3; actives lie on both sides; 0 = blocked by unlabeled MEK5, 100 = vehicle; binding response (% of control), % at 10 µM; 290,000 tested, 1.4% active; AID 1529;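 active = binding response more than 3 SD above or below the average of its plate-row segment, actives on both sides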;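 also: Alexa488 bead fluorescence after subtracting the streptavidin-only scavenger bead signal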
Target sequence (Q99759 whole entry, looked up, the tested form may be a part): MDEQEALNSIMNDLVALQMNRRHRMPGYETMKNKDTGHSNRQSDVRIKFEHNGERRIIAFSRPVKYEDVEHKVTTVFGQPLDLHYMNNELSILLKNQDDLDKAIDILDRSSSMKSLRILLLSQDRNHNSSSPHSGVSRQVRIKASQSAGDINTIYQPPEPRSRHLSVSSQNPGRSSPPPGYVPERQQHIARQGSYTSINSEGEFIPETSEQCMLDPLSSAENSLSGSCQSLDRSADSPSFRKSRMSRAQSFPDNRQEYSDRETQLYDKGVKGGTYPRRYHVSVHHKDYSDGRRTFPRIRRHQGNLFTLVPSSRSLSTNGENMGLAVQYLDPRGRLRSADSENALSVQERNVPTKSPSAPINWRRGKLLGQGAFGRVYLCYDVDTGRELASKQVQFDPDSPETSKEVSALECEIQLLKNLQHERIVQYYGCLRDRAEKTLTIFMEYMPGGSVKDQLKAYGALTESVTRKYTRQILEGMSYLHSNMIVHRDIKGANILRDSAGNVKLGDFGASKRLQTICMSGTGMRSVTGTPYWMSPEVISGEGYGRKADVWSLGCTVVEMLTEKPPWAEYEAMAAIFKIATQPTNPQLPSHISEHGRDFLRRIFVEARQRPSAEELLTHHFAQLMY
pCIP destab – compounds decreasing mouse p/CIP protein stability; AID 1984; F442A p/CIP-EGFP cells, EGFP fluorescence, 16 h; Q05BA5; 290,000 tested, 0.01% active; decrease of EGFP signal, % at 10 µM;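 active = EGFP signal decrease of at least 30% at 10 µM or well 3 SD below plate mean, unless failing retest; inactive = the rest, including hits failing retest or dose response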; also: some compounds called inactive have numbers as strong as hits; many of its hits are not listed in these tables
NS3 helicase inh – HCV NS3 helicase inhibition; inhibition, % at 10.9 µM; 290,000 tested, 0.56% active; AID 1800; NS3 helicase DNA unwinding, Cy5 molecular beacon fluorescence;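 active = inhibition above the mean of all tested compounds plus 3 SD, set per campaign, cut at about 35% in these data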;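 also: 0% = DMSO wells and 100% = thioflavine S control wells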
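Assay system – hepatitis C virus NS3 helicase domain fragment enzyme · Buffer or medium – MOPS pH 6.5, MgCl2, DTT, Tween20, BSA · Reagent – Cy5/quencher beacon DNA duplex and ATP to start · Compound – single 10.9 µM dose · Timing – 1 h at 25 °C · Technique – Cy5 beacon fluorescence read at start and 1 h · Measure – % inhibition of unwinding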
UBC9 SUMO inh – inhibitors of human SUMOylation (UBC9). P63279. inhibition, % at 35 µM. HTRF SUMOylation assay, SAE1/SAE2 + UBC9, in vitro. 290,000 tested, 0.36% active; in the data active = inhibition above about 50%, passing the limit was not always enough; also: strong numbers were not always called active
Target sequence (P63279 whole entry, looked up): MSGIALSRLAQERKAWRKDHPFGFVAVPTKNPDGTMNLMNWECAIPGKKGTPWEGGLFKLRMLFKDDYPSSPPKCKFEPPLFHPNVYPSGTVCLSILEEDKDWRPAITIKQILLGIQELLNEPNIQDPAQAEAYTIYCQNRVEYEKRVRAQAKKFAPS
IDE cell activ – IDE (human) activation, cell-based; activation, % at 5.96 µM; 340,000 tested, 0.073% active; HEK cells, FAbeta-B cleavage, fluorescence polarization; 0% vehicle, 100% cell-free pure enzyme wells;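 active = activation above the mean of all tested compounds plus 3 SD, set per screening campaign, cut at about 17% in these data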
DNA FID counter – fluorescent intercalator displacement, NS3 helicase counter-screen. DNA fluorescent intercalator displacement, fluorescence. inhibition, % at 7.9 µM. 290,000 tested, 0.17% active; in the data active = inhibition above about 37%;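 also: 0% = vehicle and 100% = reference compound; higher means more ethidium bromide displaced from hairpin DNA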
IMP-1 inh – blocks Pseudomonas aeruginosa IMP-1 metallo-beta-lactamase | purified IMP-1, nitrocefin hydrolysis, epi-absorbance fluorescence | AID 1556 | inhibition, % at 5.6 µM | 290,000 tested, 0.45% active;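 active = inhibition above the mean plus 3 SD of all compounds in the same screening run, cut at about 4.5% in these data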;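 also: 0% = IMP-1 with DMSO and 100% = DMSO wells lacking enzyme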
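Material – recombinant IMP-1 enzyme, purified · Amount – IMP-1 0.2 nM before substrate addition · Medium – HEPES buffer pH 7.1 with ZnSO4 and Brij 35 · Timing – 25 °C, 15 min preincubation, 25 min reaction · Measured by – plate fluorescence quenching by hydrolysis product, ex 480/em 530 nm · Read-out – percent enzyme inhibition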
* hit, by the source's call; nt = no result given; & = joins results of further samples. A portion of the library; count on the stated rates, not on these rows.

SMILES	VIM-2 inhibitor	PHOSPHO1 block	MEKK3 PB1 HTS	pCIP destab	NS3 helicase inh	UBC9 SUMO inh	IDE cell activ	DNA FID counter	IMP-1 inh
CC(=O)Nc1ccc(S(=O)(=O)N2CCSC2c2ccco2)cc1 (stereo unspecified)	-1.7	-3	99	-6	-4	12	-3	-3	-2.3
N#Cc1c(F)cccc1N1CCOCC1	-3.3	-12	101	-82	6	8	6	1	-3.1
CCOc1ccc(S(=O)(=O)N2CC(=O)Nc3ccccc32)cc1C#N	-1.9	28	101	-3	4	-8	1	-5	-1.4
COc1cc(C(=O)NCC2CCCCC2)cc(OC)c1OC	-2.4	24	100	-16	1	1	6	-28	-2.2
CC1(C(=O)Nc2ccc3c(c2)OCO3)CC1(Cl)Cl (stereo unspecified)	-2.1	48	105	1	-1	5	3	0	-2.4
O=C(NN1C(=O)c2ccccc2NC1c1ccoc1)c1ccc([N+](=O)[O-])cc1 (stereo unspecified)	-3.1	2	106	0	-9	-6	5	2	-1.8
CC(C)(C)C(=O)Nc1ccc(-c2nc3ccccc3c(=O)o2)cc1	-4.9	33	108	-6	0	2	2	-20	-2.5
Cc1cc(Nc2ccccc2)nn1C(=O)c1ccc([N+](=O)[O-])cc1	-3.6	7	108	2	-13	6	-2	9	-1.9
CCOc1ccccc1NC1=NCC(=O)N1Cc1ccc(F)cc1	-2.9	25	110	-12	-2	10	6	-5	-3.2
S=C(NCc1ccccn1)Nc1ccccc1Cl	-3.7	-7	107	-2	-5	-3	3	-1	-1.2
COc1ccc2nc(NC(=O)CCN3C(=O)c4ccccc4C3=O)sc2c1	0.1	32	92	-11	-7	-6	5	-2	-2.2
CCC(=O)n1nc(NCc2ccccc2OC)nc1NCc1ccccc1OC	-1.0	16	101	7	-18	-30	9	-26	-1.4
CCc1ccc(NC(=S)N2CCC(NC(=O)C3CCCCC3)CC2)cc1	-3.0	35	97	-3	-4	9	-3	-8	-3.2
COc1ccc(NC(=O)c2cc(-c3ccccn3)nc3c(C)cc(C)cc23)c(C)c1	-2.3	48	100	-4	0	10	3	-12	-3.2
CCOC(=O)c1c(NC(=S)NC(=O)c2ccc(Cn3cc(Cl)cn3)o2)sc2c1CCCCC2	-3.8	4	91	-19	1	7	1	-3	-2.8
O=C(Nc1nnc(CCN2CCOCC2)s1)C1CCCCC1	-3.8	-23	99	8	-9	-12	-2	-6	-2.8
CCc1cc(-c2n[nH]c(=S)n2-c2cccc(C)c2)cs1	-0.9	92*	nt	-13	8	-12	-21	-27	-3.1
CCN1CCN(c2cc(C)c3cc(NC(=O)c4ccccc4F)ccc3n2)CC1	3.5	21	105	-3	-20	15	nt	21	2.1
COc1ccc(S(=O)(=O)NCCc2cn3nc(C)c(C)nc3n2)cc1C	-1.1	33	103	1	-2	29	-2	-14	-3.7
O=C(Nc1ccc(C(F)(F)F)cc1)c1csc(-c2ccncc2)n1	-1.0	64*	84	-6	-7	12	-2	-12	-0.4
CC(=O)c1c(C)[nH]c(C(=O)OCC(=O)c2c(N)n(C)c(=O)n(C)c2=O)c1C	-1.8	20	100	-3	-2	10	nt	-4	-1.6
CN1C(=O)N(CN2CCCCC2)C2C1N(C)C(=O)N2CN1CCCCC1 (stereo unspecified)	-3.4	44	106	-6	10	10	4	2	-5.1
Cc1ccc(NC(=O)CN2C(=O)CC(C)S(=O)(=O)c3ccccc32)cc1 (stereo unspecified)	0.5	29	100	-5	7	19	8	-12	-1.6
CC1(c2ccccc2Cl)NC(=O)N(CC(=O)Nc2ccc3c(c2)OCO3)C1=O (stereo unspecified)	-1.0	48	107	-8	4	3	3	1	-3.2
CCCCC(=O)NS(=O)(=O)c1ccc(N=NN2CCCCC2)cc1	-1.1	-12	92	-2	17	6	3	-37	-0.7

2 entries from above in a different format:
> O=C(Nc1nnc(CCN2CCOCC2)s1)C1CCCCC1
  VIM-2 inhibitor = -3.8
  PHOSPHO1 block = -23
  MEKK3 PB1 HTS = 99
  pCIP destab = 8
  NS3 helicase inh = -9
  UBC9 SUMO inh = -12
  IDE cell activ = -2
  DNA FID counter = -6
  IMP-1 inh = -2.8

> CCc1cc(-c2n[nH]c(=S)n2-c2cccc(C)c2)cs1
  VIM-2 inhibitor = -0.9
  PHOSPHO1 block = 92*
  MEKK3 PB1 HTS = nt
  pCIP destab = -13
  NS3 helicase inh = 8
  UBC9 SUMO inh = -12
  IDE cell activ = -21
  DNA FID counter = -27
  IMP-1 inh = -3.1

(more compounds)
SMILES	VIM-2 inhibitor	PHOSPHO1 block	MEKK3 PB1 HTS	pCIP destab	NS3 helicase inh	UBC9 SUMO inh	IDE cell activ	DNA FID counter	IMP-1 inh
O=C(NC(=S)N1CCN(C/C=C/c2ccccc2)CC1)c1ccc(F)cc1	-1.5	28	90	0	-4	4	2	-9	-0.7
COc1ccc2c(c1)CCc1c(C(=O)NCC(C)C)noc1-2	-3.0	2	103	0	4	10	2	-21	-4.1
CNC(=S)NNC(=O)c1sc2cc(C(F)(F)F)cnc2c1-c1cccnc1	-2.2	-12	103	-3	-5	17	7	-15	-3.6
COc1ccc(C2CC(c3ccccc3)=NN2c2ccc(S(N)(=O)=O)cc2)cc1 (stereo unspecified)	-0.6	1	101	-16	-5	32	-7	-12	-1.4
O=C(Nc1ccc(NC(=O)c2ccc3c(c2)OCCO3)cc1)c1ccccc1	-2.3	32	103	-6	3	18	-10	-7	-1.1
O=C(CN1CCN(c2ccc(F)cc2)CC1)Nc1ccc2c(c1)OCCO2	-2.5	26	99	1	0	3	3	-24	-1.7
Cc1ccc2nc(NC(=O)C3CCN(c4ncnc5sc(C)c(C)c45)CC3)sc2c1	-2.2	18	99	6	-12	2	2	-5	-1.0
O=C1CC(=O)C(n2cncn2)C(c2cccc(Cl)c2)C1 (stereo unspecified)	-3.7	33	100	-2	21	8	3	-41	-1.9
CCN(CC)CCNC(=O)c1ccc(Cl)c(S(=O)(=O)Nc2ccc(Cl)cc2)c1	-5.0	2	104	8	-12	-15	2&2	14	-5.1
CCN(CC)C(=O)C1CCN(S(=O)(=O)c2cccc3nonc23)CC1	-4.9	13	93	5	3	8	0	-2	-1.5
CCOc1cc(NC(=S)NCc2ccco2)c(OCC)cc1NC(=O)c1ccco1	-2.3	22	105	-8	5	3	-1	-10	-1.9
Cc1nn(C)c(C(=O)NNC(=O)NC2CCCCC2)c1Cl	-5.4	nt	100	-3	1	2	2	-7	-1.4
CCOCCCn1c(SCc2nc3sc(C(=O)O)c(C)c3c(=O)[nH]2)nnc1-c1ccc(Cl)cc1	-0.9	-138	99	0	8	-4	6	-44	-2.4
Cc1ccc(SCc2ccc(C(=O)Nc3cccc([N+](=O)[O-])c3C)cc2)cc1	-2.1	43	111	-5	2	9	-11	3	-1.9
COc1ccc(-n2nc3c(c2NC(=O)COc2ccccc2)CS(=O)(=O)C3)cc1	-2.2	14	100	-4	-2	5	4	-29	-1.7
COc1ccc(NC(=O)c2ccco2)cc1NC(=O)c1c(F)c(F)c(OC)c(F)c1F	-2.9	2	99	-7	9	5	4	-7	-4.1
CCOc1cc(C2C3=C(CC(C)(C)CC3=O)N(C)C3=C2C(=O)CC(C)(C)C3)ccc1O	1.4	24	107	-19	14	-2	8	-16	-1.0
COc1ccc(OCC(O)CNC(C)c2ccccc2)cc1 (stereo unspecified)	-1.6	28	103	-11	-1	13	9	2	-3.4
O=S(=O)(Cc1ccc(Cl)cc1)c1ccccc1-c1nnc(-c2ccccc2)o1	-4.1	18	104	3	6	-4	0	-2	-3.3
Cc1nn(C(C)C(=O)O)c(=O)c2c1sc1ccccc12 (stereo unspecified)	7.5	-10	85	0	-10	-16	7	-10	0.1
COc1ccc(Cl)cc1C(=O)N1CCN(Cc2ccc3c(c2)OCO3)CC1	0.0	19	104	3	2	17	5	-25	-2.5
O=C(O)c1ccc(Oc2ccc(S(=O)(=O)c3ccc(C(=O)O)c(C(=O)O)c3)cc2)cc1	0.5	34	112	-9	5	29	3	1	-2.3
Cc1ccc(NC(=O)CN2C(=O)S/C(=C\c3cccn3C)C2=O)cc1	-2.2	-1	100	1	3	29	-4	6	-1.4
COc1ccc(NS(=O)(=O)c2ccc(NS(=O)(=O)c3ccc(SC)cc3)cc2)c(OC)c1	-2.1	6	106	-4	-17	-21	2	-7	-4.6
Cc1cc(C)cc(NS(=O)(=O)c2cnc(Cl)c(Cl)c2)c1	-0.8	12	102	-1	-2	2	1	-4	-3.7
SMILES	VIM-2 inhibitor	PHOSPHO1 block	MEKK3 PB1 HTS	pCIP destab	NS3 helicase inh	UBC9 SUMO inh	IDE cell activ	DNA FID counter	IMP-1 inh
CCOC(=S)NC(=O)c1sc2ccccc2c1Cl	-1.4	4	107	-21	0	7	4	0	-3.4
Cc1ccc(-c2n[nH]c(=S)n2/N=C/c2ccncc2)cc1	1.7	-29	102	6	-1	6	5	-5	-1.5
O=C(CCC(=O)N1CCCCCC1)Nc1ccc([N+](=O)[O-])cc1	0.2	28	97	-4	26	7	1	1	2.1
CC(C)(C)c1ccc(/C=C2\SC(=O)N=C2N)cc1	-1.8	-10	102	-5	0	5	0	-1	-1.3
CCOc1ccc(N(CC(=O)NCCSCc2ccccc2)S(=O)(=O)c2ccccc2)cc1	-0.7	14	100	-18	-7	-4	1	-62	-2.2
CC1CCc2sc(C(=O)OCC(=O)NCc3ccc(F)cc3)cc2C1 (stereo unspecified)	-4.7	-2	96	-10	1	5	2	-4	-5.4
O=C(N/N=C/c1cc(Cl)cc(Cl)c1O)c1ccncc1	-3.1	-23	102	-15	7	58*	-2	0	-1.0
Cc1ccc2oc(=O)c(/C=C(\O)CC(C)C)nc2c1	-3.9	-7	92	-4	7	16	2	-9	1.8
Cc1[nH]c(=S)c(C#N)c(C)c1Cc1ccc(Cl)cc1Cl	-6.1	-27	101	4	3	0	-5	-5	-4.1
Cc1c(Cl)cccc1NC(=O)C(=O)NNC(=O)c1ccccc1F	-1.2	18	102	8	-5	5	0	-4	-1.0
O=C(NCc1ccccn1)Nc1ccc(Cl)cc1Cl	-1.6	38	104	6	-13	3	4	-7	-0.8
Cc1c(Cl)cccc1NC(=O)Cn1c(-c2ccc(F)cc2)noc1=O	-0.4	49	106	-16	-8	0	-3	3	-2.9
O=S(=O)(NCc1cccs1)c1cccc2cccnc12	-1.8	10	98	-16	9	-10	1	-1	-2.5
COc1ccc(OCCSc2nnc(-c3ccccc3)n2N)cc1	1.9	-4	101	2	-10	-5	-8	-8	-0.4
COCCNC(=O)CSc1nnc(NC(=O)C2CC(=O)N(c3ccccc3OC)C2)s1 (stereo unspecified)	-1.6	-23	103	8	4	9	4	-20	-1.9
COc1ccc(C(=O)NCC(=O)OCc2csc(-c3ccccc3)n2)cc1	-0.3	10	93	-4	-4	12	4	-15	-1.3
Cc1ccc(CSc2nnc(-c3ccncc3)n2C)cc1	-4.3	-51	106	-7	-3	25	-4	-9	-3.1
CC(C)C(c1nnnn1Cc1ccc(F)cc1)N1CCN(C2CCCC2)CC1 (stereo unspecified)	-1.6	41	100	0	-20	4	6	9	-1.4
